Screening results (PubChem BioAssay)
SMN2 splice up: qHTS Assay for Enhancers of SMN2 Splice Variant Expression; actives 2.8% (n = 210,000); Potency, µM (highest dose often 46.1 µM), for the others: at the highest dose activity change, positive = activation, hits mostly activators; HEK293 SMN2-luciferase splicing reporter, luminescence, 30-36 h; also: % of control where 0% means no effect; nearly all actives have a fitted effect of over 55% in size
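HEK293 cells carry an SMN2 […]–luciferase reporter in which exon 7 inclusion puts luciferase in frame. Cells were plated 10-12 h before compound addition, then incubated 30-36 h at 37C. ONE-Glo luminescence was read; sodium butyrate at 4.5 mM final served as control.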
KDM4E inh: qHTS Assay for Inhibitors of Human Jumonji Domain Containing 2E (JMJD2E) | Lysine-specific demethylase 4E (Homo sapiens), B2RXH2 | JMJD2E catalytic domain, FDH-coupled NADH fluorescence (FDH is formaldehyde dehydrogenase) | Potency, µM (highest dose often 57.1 µM), for the others: top-dose activity change, negative = inhibition, most hits filed as inhibitors | actives 1.6% (n = 230,000) | AID 2147, 2009; active = well fitted inhibition curve with a large enough effect, not every such curve was filed as active; inconclusive = small, poorly fitted or top-dose-only effect, or another doubt; inactive = no such curve, though single readings can be large or run the other way;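 also: 0% = wells with enzyme and -100% = buffer wells without enzyme; nearly all actives have a fitted effect of over 50% in size; many of its hits are not listed in these tables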
Target sequence (B2RXH2 1-337 limits assumed): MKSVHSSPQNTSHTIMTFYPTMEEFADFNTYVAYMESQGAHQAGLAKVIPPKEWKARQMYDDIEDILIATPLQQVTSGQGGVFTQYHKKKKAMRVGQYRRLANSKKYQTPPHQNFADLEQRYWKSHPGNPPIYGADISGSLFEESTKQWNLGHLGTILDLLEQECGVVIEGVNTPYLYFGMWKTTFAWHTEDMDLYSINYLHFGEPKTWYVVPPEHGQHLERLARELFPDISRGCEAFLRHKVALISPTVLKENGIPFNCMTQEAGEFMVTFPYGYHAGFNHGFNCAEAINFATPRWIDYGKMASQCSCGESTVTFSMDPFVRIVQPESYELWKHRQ
GAA spleen mod: qHTS Assay for Inhibitors and Activators of Human alpha-Glucosidase From Spleen Homogenate; actives 0.006% (n = 240,000); human spleen homogenate, 4-MU-alpha-glucoside fluorescence; Lysosomal alpha-glucosidase (Homo sapiens), P10253; Potency, µM (titrated, usually from 79.9 µM), inactives show at the top dose activity change, negative = inhibition, usual class: inhibitors;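 also: 0% = enzyme with vehicle and -100% = no enzyme basal signal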
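Compounds were titrated against alpha-glucosidase in spleen homogenate at pH 5.0, with 1 mM 4-methylumbelliferyl substrate for 40 min at 37 C. Reactions were quenched with pH 10 NaOH/glycine and fluorescence measured.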
GAA glycogen: qHTS Assay for Inhibitors and Activators of Human alpha-Glucosidase Cleavage of Glycogen. recombinant GAA, glycogen substrate, Amplex Red glucose oxidase fluorescence. actives 0.38% (n = 300,000). Lysosomal alpha-glucosidase (Homo sapiens), P10253. AID 2100, 2009. Potency, µM (doses to about 76.4 µM), for inactives: at the top dose activity change, negative = inhibition, hits mostly inhibitors;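 also: 0% = full enzyme reaction and -100% = no-enzyme basal signal; the screen sought inhibitors and activators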
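Recombinant human alpha-glucosidase (4 nM final) hydrolysed bovine liver glycogen (30 ug) for 40 min at 37 C in pH 5.0 citrate/phosphate with 0.01% Tween-20. Released glucose detected by glucose oxidase/Amplex Red, Ex 573/Em 610 nm. Compounds up to 77 uM; AC50 from Hill fits.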
aGal spleen mod: qHTS Assay for Inhibitors and Activators of Human alpha-Galactosidase From Spleen Homogenate. Alpha-galactosidase A (Homo sapiens), P06280. human spleen homogenate, 4MU-alpha-Gal fluorescence, 40 min. Potency, µM (top dose mostly 80 µM), without a hit: at the top dose activity change, negative = inhibition, usual class: inhibitors. actives 0.008% (n = 240,000);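 also: 0% = enzyme with vehicle and -100% = no enzyme basal signal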
Target sequence (P06280 32-429 limits assumed): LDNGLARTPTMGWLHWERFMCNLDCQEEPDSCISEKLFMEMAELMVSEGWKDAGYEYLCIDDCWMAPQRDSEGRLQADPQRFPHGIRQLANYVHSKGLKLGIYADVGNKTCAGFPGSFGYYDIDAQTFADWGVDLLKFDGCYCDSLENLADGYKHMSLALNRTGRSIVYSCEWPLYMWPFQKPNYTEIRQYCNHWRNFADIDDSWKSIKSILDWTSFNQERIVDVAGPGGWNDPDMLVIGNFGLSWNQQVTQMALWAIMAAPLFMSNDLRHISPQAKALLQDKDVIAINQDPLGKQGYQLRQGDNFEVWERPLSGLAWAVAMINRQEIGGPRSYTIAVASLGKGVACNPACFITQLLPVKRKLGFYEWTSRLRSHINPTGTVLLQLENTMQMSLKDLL
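Spleen homogenate 1 ug + cpd (titration) + 4-MU-alpha-D-galactopyranoside 1 mM; 37C 40 min; 50 mM citrate/phosphate pH 5.0, 0.01% Tween-20; stop pH 10; fluorescence 365/440; AC50 via Hill.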
GAA inhib: qHTS Assay for Inhibitors of Human alpha-Glucosidase as a Potential Chaperone Treatment of Pompe Disease; Potency, µM (titrated, usually from 76.9 µM), for inactives: at the top dose activity change, negative = inhibition, usual class: inhibitors; actives 0.005% (n = 200,000); purified human GAA, 4-MU-alpha-glucoside fluorescence;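 also: plate controls were uninhibited enzyme wells for no effect and no-enzyme background for full effect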
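AC50 values come from Hill fits of compound titrations (up to 77 uM) against 4 nM human enzyme. Substrate 4-methylumbelliferyl-alpha-D-pyranoside at 400 uM, pH 5.0 citrate buffer, 20 min room temperature; fluorescence Ex 365/Em 440 after alkaline stop.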
RGS12 GoLoco inh: qHTS Assay for Inhibitors of RGS12 GoLoco Motif Activity (Red Fluorophore) | Gai1:RGS12 GoLoco peptide FP, rhodamine, 10 min | Potency, µM (top dose mostly 61.6 µM), for inactives: top-dose activity, negative = inhibition, hits mostly inhibitors | actives 0.44% (n = 230,000) | AID 880, 2007; active = well fitted inhibition curve with a large enough effect, not every such curve was filed as active; inactive = no such curve, though single readings can be large or run the other way; also: % is scaled to controls: 0 for no effect and ±100 for the full control effect; nearly all actives have a fitted effect of over 30% in size; many of its hits are not listed in these tables
Target sequence (P63096 whole entry, looked up): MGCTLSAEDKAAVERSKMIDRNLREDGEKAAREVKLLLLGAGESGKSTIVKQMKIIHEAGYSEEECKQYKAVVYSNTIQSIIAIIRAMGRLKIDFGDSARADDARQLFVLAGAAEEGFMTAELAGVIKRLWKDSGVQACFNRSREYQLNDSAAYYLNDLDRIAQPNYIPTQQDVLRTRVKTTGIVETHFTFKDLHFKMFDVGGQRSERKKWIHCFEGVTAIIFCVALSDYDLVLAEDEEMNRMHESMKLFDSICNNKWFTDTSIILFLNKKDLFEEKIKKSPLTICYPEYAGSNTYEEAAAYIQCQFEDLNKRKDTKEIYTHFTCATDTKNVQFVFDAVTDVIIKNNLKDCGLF
ALDH1A1 inh: qHTS Assay for Inhibitors of Aldehyde Dehydrogenase 1 (ALDH1A1) | Aldehyde dehydrogenase 1A1 (Homo sapiens), P00352 | actives 7.3% (n = 220,000) | Purified ALDH1A1, NADH fluorescence, propionaldehyde substrate | Potency, µM (top dose mostly 75.3 µM), inactives show at the top dose activity, negative = inhibition, most hits filed as inhibitors; active = well fitted inhibition curve with a large enough effect, not every such curve was filed as active; inconclusive = small, poorly fitted or top-dose-only effect, or another doubt; inactive = no such curve, though single readings can be large or run the other way;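 also: plate controls were no enzyme wells and a reference inhibitor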
* marks the source's active call; other numbers are inactive results; ? = inconclusive; nt = no result given; & = joins results of further samples; [ ] = dose if it differs, or a comment. Unless noted, calls follow the shape of the dose curve; as a rule, active = well fitted curve in the direction sought with a large enough effect; inconclusive = small, poorly fitted or top-dose-only effect, or another doubt; inactive = no such curve, though single readings can be large; an effect the other way counts as inactive or inconclusive. Potency is read from the fitted curve at half-maximal effect. An excerpt, so the mix of outcomes need not match the whole.

SMILES | SMN2 splice up | KDM4E inh | GAA spleen mod | GAA glycogen | aGal spleen mod | GAA inhib | RGS12 GoLoco inh | ALDH1A1 inh
Cc1cc(NC(=O)CSc2nnc(-c3c[nH]c4ccccc34)n2C)no1 | nt | 0.6% | 4.3% | -1.0% | 4.8% | nt | 1.6% | -5.6%
CC(c1ccccn1)N(CCN(C)C)C(=S)Nc1ccccc1F (stereo not given) | ? | -26.4% | -1.8% | -7.0% | -3.7% | -2.6% | 4.5% | -9.5%
O=C(Nc1ccc(Cl)cc1)N(C1=NCCC1)c1ccc(OC(F)F)cc1 | 24.7% | 0.2% | 4.0% | -3.1% | 9.1% | 0.6% | -6.1% | -7.0%
C/C(=N\Nc1nc2ccccc2[nH]1)c1cc2ccccc2o1 | 12.6µM* | -2.0% | -3.3% | 11.2µM* | 7.9% | 5.6% | -4.6% | 17.4%
CCOc1cc(N2CCOCC2)c(OCC)cc1NC(=O)c1cccc(N(C)C)c1 | -6.4% | -23.6% | -11.4% | -7.2% | -2.0% | -0.1% | 6.6% | -4.2%
CC(NC(=O)c1cccs1)c1nnc(SCc2ccc(Cl)cc2Cl)n1C (stereo not given) | -5.1% | 6.9% | -15.4% | 3.0% | 13.7% | -1.2% | 1.8% | 15.0%
COc1ccc(S(=O)(=O)N2CCN(C(=O)c3cccs3)CC2)cc1OC | -11.3% | -2.5% | 2.0% | -1.5% | 5.1% | -16.8% | -8.8% | -2.7%
CC(C)Sc1ccc([N+](=O)[O-])cc1C(=O)Nc1ccncc1 | nt | -3.5% | 4.1% | 4.6% | 5.2% | -8.6% | 1.3% | ?
CC(C)(C)c1ccc(OCCNC(=O)c2ncn[nH]2)cc1 | -17.1% | 4.3% | 4.6% | 3.5% | 6.7% | 4.2% | -3.0% | -1.2%
COc1ccc(-c2nc3cnc(N4CCN(C)CC4)nc3n(C)c2=O)cc1 | nt | nt | -0.9% | nt | 9.2% | nt | -7.5% | ?
COc1ccc(C2c3c(-c4ccccc4O)n[nH]c3C(=O)N2Cc2ccco2)cc1 (stereo not given) | 2.7% | -7.6% | -11.0% | -4.5% | -0.7% | nt | -0.3% | nt
O=c1c2nnn(Cc3ccccc3)c2ncn1C/C=C/c1ccccc1 | -15.7% | 2.1% | -2.3% | 2.2% | -2.0% | 7.5% | -5.4% | -4.7%
COCCNC(=S)N/N=C(\C)c1ccccc1OC | 17.7% | -2.2% | 2.4% | 0.5% | -2.0% | 2.2% | 3.3% | 8.6%
Cn1c(=O)[nH]c(=O)c2c1nc(N1CCOCC1)n2CC(O)COc1ccc2ccccc2c1 (stereo not given) | 4.4% | -2.9% | -1.7% | -10.3% | 2.1% | -5.1% | -6.6% | -7.6%
c1nnnn1C12CC3CC(CC(C3)C1)C2 | ? | 1.1% | -1.3% | 1.5% | 12.6% | -3.3% | 0.1% | 0.6%
O=C(NCc1ccccn1)c1ccc2c(c1)N(Cc1ccccc1)CCS2 | nt | ? | 1.9% | -0.8% | 19.5% | nt | 5.1% | nt
CCOc1ccccc1NC(=O)Nc1cccc(C(C)=O)c1 | -1.0% | -6.7% | 0.2% | 4.6% | -8.7% | -7.9% | 0.4% | ?
CCCCn1c(=O)[nH]c(=O)c2c1nc(-c1ccc(CC)c([N+](=O)[O-])c1)n2C | -10.9% | -0.1% | -0.6% | 12.1% | -0.5% | 6.2% | -3.3% | -11.4%
COCCOC(=O)c1c(N)n(CCCN2CCOCC2)c2nc3ccccc3nc12 | nt | ? | 25.1% | 6.7% | ? | nt | 15.5% | nt
O=C(Nc1nc2ccccc2[nH]1)C1CC(=O)N(c2ccc3c(c2)OCCO3)C1 (stereo not given) | 3.8% | 3.5% | -6.5% | 0.8% | -5.7% | 3.6% | -3.6% | -2.2%
Cc1ccnc2nc(C(=O)N3CCN(c4ccc(F)cc4)CC3)nn12 | ? | 2.4% | -4.1% | -7.6% | -5.7% | -11.0% | 8.0% | -4.1%
CCN1/C(=C2/OC(=S)N(C)C2=O)Sc2ccccc21 | -31.8%[inhibitor] | 7.0% | -2.3% | -0.1% | 8.8% | -0.7% | -0.9% | 2.0%
CN(C)c1ccc(C(=S)N2CCOCC2)cc1Br | -8.2% | -7.0% | -20.9% | 6.6% | -8.7% | -8.5% | 5.7% | ?
NC(=O)c1cccc(N)c1 | 4.1%&2.8% | ? | -0.6%&-3.0%&-3.2%&4.4% | nt | 13.2%&-20.3%&6.0%&-3.6% | nt | 4.2%&3.3%&-3.6%&2.6% | ?
Cc1cc(C)cc(NS(=O)(=O)c2ccc(NC(=O)C3CCCCC3C(=O)O)cc2)c1 (stereo not given) | -15.7% | 7.5% | 8.0% | -5.4% | 10.0% | 4.9% | 2.6% | -8.2%

Whole records as entered above. Order of screens: SMN2 splice up | KDM4E inh | GAA spleen mod | GAA glycogen | aGal spleen mod | GAA inhib | RGS12 GoLoco inh | ALDH1A1 inh
Cc1ccnc2nc(C(=O)N3CCN(c4ccc(F)cc4)CC3)nn12 is listed with ? | 2.4% | -4.1% | -7.6% | -5.7% | -11.0% | 8.0% | -4.1%
COc1ccc(-c2nc3cnc(N4CCN(C)CC4)nc3n(C)c2=O)cc1 is listed with nt | nt | -0.9% | nt | 9.2% | nt | -7.5% | ?

More results.
SMILES | SMN2 splice up | KDM4E inh | GAA spleen mod | GAA glycogen | aGal spleen mod | GAA inhib | RGS12 GoLoco inh | ALDH1A1 inh
Cc1ccc(S(=O)(=O)c2nc(C)c3c(n2)CCC3)cc1 | 2.9% | 6.7% | -1.1% | 2.7% | 7.4% | -0.1% | 15.2% | ?
CSc1c(-c2ccccc2)nc2ccc(Cl)cc2c1C(=O)O | -13.5% | -1.8% | 0.3% | 8.1% | -0.7% | ? | 8.4% | ?
Cn1cnc(S(=O)(=O)N2CCN(c3ccc(F)cc3)CC2)c1 | nt | -0.1% | 9.3% | -8.6% | 10.6% | -4.7% | -12.1% | 6.5%
COc1ccc(NC(=O)CN2CCN(CC(=O)Nc3ccccc3F)CC2)cc1OC | -19.8% | ? | 0.0% | 2.6% | -17.1% | 0.5% | -1.6% | 22.4µM*
Cc1snc2sc(C(=O)c3ccc(Br)cc3)c(N)c12 | ? | 7.7% | 6.0% | 8.9% | 2.3% | -4.6% | -53.4% | 6.0%
COC(=O)c1c[nH]c(=O)c2ccccc12 | nt | 3.1% | 0.2% | 17.7% | -5.5% | -9.0% | -4.5% | -6.9%
O=C(/C=C/c1cccc([N+](=O)[O-])c1)OCC(=O)c1ccccc1 | 4.3% | 7.7% | -1.5% | 7.3% | -9.2% | 7.8% | 18.9% | 1.1%
O=C(NCc1ccc(-c2nc3ccccc3s2)cc1)c1ccc(Br)o1 | -20.7%[1.84 µM] | -9.7% | -13.1% | -3.0% | 0.5% | 6.0% | 7.9% | -6.3%
O=C(N/N=C/c1cc2ccccc2nc1Cl)[C@H]1C[C@@H]1c1ccccc1 | -36.0%[inhibitor] | 1.2% | 1.6% | 6.8% | 3.7% | -3.5% | 13.7% | 358.7%[activator]
CCOC(=O)N1CCN(S(=O)(=O)c2ccc(OC)c(OC)c2)CC1 | -25.1% | 2.5% | -3.5% | -0.3% | 2.1% | -4.6% | 11.0% | 1.6%
Cc1cc(C(=O)O)sc1C | 12.5% | ? | -1.8% | -1.4% | -8.6% | -6.2%[15.4 µM] | -3.9% | ?
C/C(=N\NC(=O)C1CC1)c1cccs1 | 0.0% | 0.0% | -6.8% | 9.9% | -7.6% | 0.2% | 7.7% | 0.6%
COc1ccc2c(-c3ccccc3)cc(N3CCOCC3)nc2c1 | -11.0% | ? | 2.5% | 2.0% | 17.3% | 7.6% | 1.3% | ?
COc1ccc(CCN(Cc2cccs2)S(=O)(=O)c2ccc(-n3cnnn3)c(OC)c2)cc1OC | 9.1% | ? | -20.0% | 3.5% | 1.1% | -3.8% | -2.4% | ?
ClC1(Cl)CC1CSc1nc2ccccc2[nH]1 (stereo not given) | ? | 0.1% | -1.0% | 3.8% | -5.4% | 5.7% | 6.9% | 17.3%
Cc1csc(C2=C(O)CN(CCc3ccccc3)C2=N)n1 | -8.2% | -27.5% | 1.9% | 5.4% | 0.1% | ? | 3.7% | 2.7%
Cc1ccc(C(=O)Oc2ccc3c(c2)ncn3C)cc1 | nt | 2.9% | 3.8% | ? | 2.3% | -10.0% | -15.9% | -13.2%
Nc1nc(-c2ccc(Br)s2)c(Br)s1 | 9.2% | -4.9% | 1.3% | 1.6% | 6.1% | -6.7% | 12.1% | -20.8%
CCOc1c2ccc(C(=O)NCc3cc(C(F)(F)F)cc(C(F)(F)F)c3)cc2nn1C | -20.3% | ? | -5.0% | -26.7% | -6.8% | -2.9% | 9.8% | ?
Cc1nnc(SCc2nnc(-c3ccccc3Br)o2)s1 | 7.3% | -6.6% | -2.0% | -14.8% | 7.5% | -1.8% | 37.5%[activator] | ?
CC(C)N(C(=O)CSc1nn2c(=O)c(C(C)(C)C)nnc2s1)c1ccccc1 | -1.3% | -19.1% | -4.0% | -8.4% | -3.7% | -1.5% | 10.0% | 22.4µM*
C=C(C)C(=O)Nc1cccc(C2=NOC3(C2)C[C@H](C(N)=O)N(C(=O)C(c2ccccc2)c2ccccc2)C3)c1 (stereo not given in full) | nt | -6.1% | -15.4% | 5.6% | -4.3% | nt | 7.2% | nt
O=C(NN1C(=O)C2C3C=CC(C3)[C@H]2C1=O)c1cccnc1 (stereo not given in full) | 5.2% | 4.9% | -3.9% | 12.2% | 2.7% | -7.4% | -7.7% | 10.6%
CCc1c(O)nc(SCC(=O)NC(C)(C)C)n(-c2ccccc2)c1=O | 3.3% | -2.1% | -10.6% | 7.3% | 2.7% | -6.6% | -8.4% | -1.3%
